Screening results deposited in PubChem by National Center for Advancing Translational Sciences (NCATS).
KAT2A inh: qHTS Assay for Inhibitors of GCN5L2; Histone acetyltransferase KAT2A (Homo sapiens), Q92830; GCN5L2 HAT assay, ThioGlo1 CoA-SH fluorescence; 390,000 compounds, 0.21% hits; Potency, µM (top dose mostly 58.9 µM), inactives show top-dose activity change, negative = inhibition, actives largely listed as inhibitors; AID 504327, 2011
Target sequence (Q92830 whole entry, looked up): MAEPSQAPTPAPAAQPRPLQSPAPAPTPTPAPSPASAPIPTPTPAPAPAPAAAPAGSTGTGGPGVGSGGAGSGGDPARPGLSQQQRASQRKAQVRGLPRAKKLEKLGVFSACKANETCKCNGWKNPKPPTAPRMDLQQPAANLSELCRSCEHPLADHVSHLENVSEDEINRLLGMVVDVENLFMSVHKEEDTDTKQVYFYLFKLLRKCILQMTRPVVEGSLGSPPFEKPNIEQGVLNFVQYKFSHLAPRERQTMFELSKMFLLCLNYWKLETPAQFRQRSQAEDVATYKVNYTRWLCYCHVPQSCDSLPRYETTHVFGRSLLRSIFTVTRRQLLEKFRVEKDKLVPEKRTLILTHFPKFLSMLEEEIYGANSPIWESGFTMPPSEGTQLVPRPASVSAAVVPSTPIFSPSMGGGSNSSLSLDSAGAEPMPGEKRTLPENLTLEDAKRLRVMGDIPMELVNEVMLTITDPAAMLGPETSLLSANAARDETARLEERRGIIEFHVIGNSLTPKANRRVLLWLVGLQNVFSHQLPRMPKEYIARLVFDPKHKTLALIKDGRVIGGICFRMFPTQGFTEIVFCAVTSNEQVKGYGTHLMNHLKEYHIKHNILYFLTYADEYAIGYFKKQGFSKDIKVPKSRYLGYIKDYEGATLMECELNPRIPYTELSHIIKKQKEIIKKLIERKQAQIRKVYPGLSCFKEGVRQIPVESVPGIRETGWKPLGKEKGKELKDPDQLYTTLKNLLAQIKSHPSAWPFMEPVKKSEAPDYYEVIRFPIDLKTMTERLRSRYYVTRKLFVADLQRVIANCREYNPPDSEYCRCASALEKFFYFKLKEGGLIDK
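ThioGlo1-coupled HAT assay: 20nM GCN5L2, 70uM acetyl-CoA, 75uM H3(1-25) peptide, pH 7.5. Fluorescence read at 340/540nm at start and after 20 min at room temperature.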
FEN1 inhibitor: qHTS Assay for the Inhibitors of Human Flap endonuclease 1 (FEN1). Recombinant FEN1 flap cleavage, fluorescence, 15 min. 390,000 compounds, 0.35% hits. Potency, µM (doses to about 114 µM), inactives show at the highest dose activity change, negative = inhibition, usual class: inhibitors. AID 588795, 2011. P39748; note: nearly all actives have a fitted effect of over 65% in size
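Quantitative HTS format: each compound was titrated, incubated with 10 nM nuclease for 15 min at room temperature, then challenged with flap substrate at 50 nM final. Signal change over 15 min gave concentration–effect curves.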
N370S GC: qHTS Assay for Inhibitors and Activators of N370S glucocerebrosidase as a Potential Chaperone Treatment of Gaucher Disease; Potency, µM (titrated, usually from 59.4 µM), inactives show top-dose activity change, negative = inhibition, most hits filed as inhibitors; N370S GC spleen homogenate, 4MU-glucoside fluorescence; 330,000 compounds, 0.092% hits; AID 2101, 2009;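 note: 0% = full enzyme activity and -100% = no enzyme basal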
Numbers without * were called inactive; ? = inconclusive; . = not tested or not shown; & = joins results of further samples; [ ] = remark or other dose. Calls come from the whole dose curve; as a rule, active = well fitted curve in the direction sought with a large enough effect; inconclusive = small, poorly fitted or top-dose-only effect, or another doubt; inactive = no such curve, though single readings can be large; an effect the other way counts as inactive or inconclusive. Unless noted, % is set by controls: 0 for no effect and ±100 for the full control effect; potency is the fitted concentration of half-maximal effect. This is a subset; rates above refer to the full screens.

Start of the data: the first 5 records (preview)
canonical_smiles	N370S GC	KAT2A inh	FEN1 inhibitor
CC(OC(=O)Cn1cnc2c1c(=O)n(C)c(=O)n2C)C(=O)NCc1ccccc1 (stereo not given)	2%	-3%	12%
CCOC(=O)C1CCCCN1Cc1ccc(C(F)(F)F)cc1 (stereo not given)	-2%	-3%	8%
COc1ccccc1N1CC(C)(C)C(=O)N(C(=O)c2ccc(Cl)cc2)C1=S	1%	-10%	-4%
Cc1cnc(C(=O)OCC(=O)Nc2cc(-c3ccccc3)nn2-c2ccccc2)cn1	-2%	0%	-15%
CCOCCCNc1nc2c(-c3ccccc3)nnn2c2ccccc12	?	0%	-1%

Results, from the start:
canonical_smiles	N370S GC	KAT2A inh	FEN1 inhibitor
CC(OC(=O)Cn1cnc2c1c(=O)n(C)c(=O)n2C)C(=O)NCc1ccccc1 (stereo not given)	2%	-3%	12%
CCOC(=O)C1CCCCN1Cc1ccc(C(F)(F)F)cc1 (stereo not given)	-2%	-3%	8%
COc1ccccc1N1CC(C)(C)C(=O)N(C(=O)c2ccc(Cl)cc2)C1=S	1%	-10%	-4%
Cc1cnc(C(=O)OCC(=O)Nc2cc(-c3ccccc3)nn2-c2ccccc2)cn1	-2%	0%	-15%
CCOCCCNc1nc2c(-c3ccccc3)nnn2c2ccccc12	?	0%	-1%
CCN1CCOC(=O)C1CC(=O)Nc1cc(Cl)ccc1OC (stereo not given)	.	-11%	-10%
Cc1ccc(C)c(N(CC(=O)NC2CCCC2)S(=O)(=O)c2ccccc2)c1	-8%	-1%	-2%
Cc1ccccc1CN1C(=O)c2ccccc2Sc2ccc(C(=O)OCc3ccco3)cc21	.	-11%	4%
COC(=O)c1ccc(C2c3c(oc4ccccc4c3=O)C(=O)N2c2nc(C)c(C(=O)OC)s2)cc1 (stereo not given)	.	-13%	-29%
O=[N+]([O-])c1ccc(/C=N/Nc2cc(Cl)nc(-c3ccccc3)n2)cc1	9%	-6%	-1%
O=C(COCc1cc(-c2cccs2)on1)NCc1cccc(Cl)c1	.	-7%	5%
COc1ccccc1CNC(=O)C1CCN(c2nc3ccccc3o2)CC1	-16%	3%	3%
CC1=CC=CC2=NC(=O)CC(C)(C(=O)N(CC(=O)NC(C)C)C3CCCC3)N12 (stereo not given)	30%	2%	-11%
CC1Cc2ccccc2N1C(=O)COC(=O)CSc1ccc(F)cc1 (stereo not given)	-2%	-8%	1%
CCN1C(=O)CSC1=NC12CC3CC(CC(C3)C1)C2	8%	1%	-22%
CC(C)N(Cc1ccccc1)C(=O)CCc1ccccc1	25%	8%	8%
COC(=O)C1(C)NC(c2ccc(F)cc2)C2C(=O)N(c3ccc(C)cc3)C(=O)C21 (stereo not given)	-2%	1%	12%
CCc1cccc(NC(=O)c2cnn(-c3ccccc3)c2C)c1	0%	-9%	-6%
CCCn1c(SCC(=O)Nc2nnc(-c3ccccc3)s2)nnc1-c1ccccn1	?	2%	-13%
Cn1cccc1/C=C1\SC(=O)N(c2ccc(O)cc2)C1=O	-7%	-8%	6%
Cc1nc2scc(C)n2c(=O)c1S(=O)(=O)NCc1ccccc1Cl	-2%	0%&0%	-5%&13%
COc1ccc(/C=N/NC(C)(C)C)c(OC)c1	-5%	-2%	4%
O=C(CNC(=O)c1ccc(Cl)cc1)NCC(F)(F)F	-3%	-4%	1%
CCOc1cc(/C=N/O)ccc1OCc1ccc([N+](=O)[O-])cc1	6%	-2%	-14%
COc1cccc(CNC(=O)C(Cc2ccccc2)NS(=O)(=O)c2ccc3c(c2)CCN3C(C)=O)c1 (stereo not given)	.	0%	8%
O=C(OCC(=O)N1CCCc2ccccc21)c1cc(Cl)ccc1O	-3%	?	12%
Cc1ccc(-c2nc(N3CCOCC3)sc2C(=O)N2CCCCC2)cc1	5%	-7%	-4%
Cc1ccc(S(=O)(=O)N2CCN(C(=O)COc3ccc(Br)cc3)CC2)cc1	.	-3%	9%
CCC(C)C(=O)Nc1ccccc1N1CCN(c2ccc(F)cc2)CC1 (stereo not given)	6%	-7%	2%
Cc1c(Cl)cccc1NC(=O)Nc1cnccn1	1%	-1%	4%
CCC1CN(C(=O)NCc2ccc(F)cc2)c2cc(C)ccc2O1 (stereo not given)	-10%	-1%&-21%	-5%&-21%
O=C(NCc1ccco1)c1cccc(F)c1	-2%	.	1%
CC(=O)Nc1ccc(/C=C(\C#N)C(=O)NC2CCCCC2C)cc1 (stereo not given)	-4%	-10%	8%
COc1cc2c(cc1OC)CN(C(=O)c1ccc(Cl)c(S(=O)(=O)N3CCCC3)c1)CC2	.	1%	-9%
COc1ccccc1-n1c(-c2ccc(NS(C)(=O)=O)cc2)n[nH]c1=S	5%	-10%	-14%
O=C1CC(N2CCN(Cc3ccccc3)CC2)C(=O)N1c1ccc2c(c1)OCCO2 (stereo not given)	-2%	-10%	16%
CCOC(OCC)c1cc2ccccc2cn1	.	1%	-4%
CC1Cc2ccccc2N1S(=O)(=O)c1cccc(C(=O)NCCCO)c1 (stereo not given)	6%	4%	-4%
Nc1cc(N2CCCCC2)c([N+](=O)[O-])cc1Cl	1%	-5%	0%
CN1C(=O)c2ccccc2Sc2ccc(NC(=O)N3CCN(c4cccc(Cl)c4)CC3)cc21	.	-5%	-5%
CCn1c(CNc2ccc(F)cc2)nnc1SCC(=O)Nc1ccc(OC)cc1	3%	-5%	-5%
CCN1C(=O)[C@@H]2[C@@H](c3ccc(-c4ccc5c(c4)OCO5)cc3)N3CCCC[C@@]3(C(=O)OC)[C@@H]2C1=O	-5%	-12%	7%
Cn1c(C(C#N)C(=O)c2sc3ccccc3c2Cl)nc2ccccc21 (stereo not given)	3%	-9%	0%
Cc1nc(CC(=O)NNS(=O)(=O)c2ccc3ccccc3c2)cs1	8%	1%	4%
Cc1ccc(S(=O)(=O)Oc2ccc(/C=C(/NC(=O)c3ccccc3)C(=O)NCCC(=O)O)cc2)cc1	?	-9%	-1%
O=C(OCc1nnc(-c2ccccc2)o1)c1ccco1	-13%	-6%	0%
COCCNC(=O)COc1coc(CN2CCN(Cc3ccccc3)CC2)cc1=O	-11%	-6%	2%
COc1ccc(Cl)cc1NC(=O)CN(C)CC(=O)N1CC(=O)Nc2ccccc21	.	-5%	10%
C[C@@H](NC(=O)c1nc[nH]c1C(=O)NC1CCN(C(=O)OC(C)(C)C)CC1)c1ccccc1	.	0%	-9%
CCOC(=O)c1ccc(NS(=O)(=O)c2cn(C)cn2)cc1	-7%	-5%	12%

One compound at a time, as listed above.
Listed for Cc1ccc(-c2nc(N3CCOCC3)sc2C(=O)N2CCCCC2)cc1 : N370S GC: 5%; KAT2A inh: -7%; FEN1 inhibitor: -4%
Listed for COC(=O)c1ccc(C2c3c(oc4ccccc4c3=O)C(=O)N2c2nc(C)c(C(=O)OC)s2)cc1 (stereo not given) : N370S GC: .; KAT2A inh: -13%; FEN1 inhibitor: -29%

Further entries:
canonical_smiles	N370S GC	KAT2A inh	FEN1 inhibitor
O=C(Cn1ncc2c3ccccc3n(Cc3ccccc3F)c2c1=O)NCCc1ccc(Cl)cc1	.	-6%	-17%
Cc1ccc2c(c1)/C(=C/c1ccccc1F)C(=O)N2	3%	0%	15%
O=C(CN1CCC(N2CCCCC2)CC1)N1CCOCC1	-2%	1%	.
O=C(CCc1ccccc1)Nc1cc(S(=O)(=O)N2CCOCC2)ccc1N1CCCC1	3%	1%	1%
C[C@]12C(=O)N(c3ccc(F)cc3)C(=O)N1[C@@H]1c3ccccc3OC[C@@H]1[C@H]2c1ccccc1	-6%	-28%	-13%
CC(=O)c1cccc(NC(=O)Nc2c(C)n(C)n(-c3ccccc3)c2=O)c1	.	0%	-1%
COc1cc(CC(=O)NCc2cccs2)cc(OC)c1OC	-1%	-14%	28%
Cc1nc(Cl)c(C(=O)Nc2cccc(F)c2)c(C)c1Cl	-11%	-3%	-2%
COc1ccc2ccccc2c1C1CC(=O)N2CN(C3CCCCC3)CSC2=C1C#N (stereo not given)	5%	-27%	?
COc1ccc(C2=NN(C(=O)CCC(=O)O)C(c3cccs3)C2)cc1 (stereo not given)	9%	-4%	6%
CC1=NC(=O)C(N=Nc2ccccc2)N1c1ccccc1 (stereo not given)	1%	0%	10%
Cc1cc(N2C(=O)C(O)=C(C(=O)c3ccc(C)o3)C2c2ccc([N+](=O)[O-])cc2)no1 (stereo not given)	0%	-22%	-14%
Cc1ccc(C(C(=O)NC2CCCC2)N(Cc2ccco2)C(=O)CCC(=O)Nc2ccccn2)cc1 (stereo not given)	-2%	0%	0%
CC(NS(=O)(=O)c1ccccc1)C1COc2ccccc2O1 (stereo not given)	6%	-5%	-7%
O=C(CN1CCCC1)Nc1nc(-c2ccc3c(c2)CCN3C(=O)c2ccccc2F)cs1	-10%	-2%	4%
O=C(NOC(=O)c1ccccc1)c1ccccc1	6%	35µM*	1%
Cc1c(NS(=O)(=O)c2ccc([N+](=O)[O-])cc2)c(=O)n(-c2ccccc2)n1C	0%	-14%	2%
CC(C)(C)c1ccccc1NC(=O)CN1C(=O)NC2(CCCCCC2)C1=O	.	-4%	-7%
O=C(NCC1CCCCC1)c1cc(Br)ccc1Cl	3%	-2%	-1%
CC(C)c1onc(C(=O)N2CCN(C(c3ccccc3)c3ccccc3)CC2)c1[N+](=O)[O-]	?	-1%	4%
O=C(NC(=S)Nc1ccc(N2CCOCC2)c(Cl)c1)c1sc2ccccc2c1Cl	4%	-9%	-2%
CC1CCc2c(sc(NC(=O)c3ccc(Cl)cc3Cl)c2C#N)C1 (stereo not given)	.	2%	5%
CC1=NN(c2nc(-c3ccc(C#N)cc3)cs2)C(=O)C1	-4%	-8%	-16%
Cn1c(=O)[nH]c(=O)c2c1nc(NC1CCCCC1)n2CC(=O)NC1CCCCC1	0%	1%	.
Cc1cccc(NC(=O)c2cc(S(=O)(=O)N3CCc4ccccc43)ccc2F)c1C	.	3%	-8%
COc1ccc2nc(NC(=O)CN(c3ccc(C)cc3)S(=O)(=O)c3c(C)nn(C)c3C)sc2c1	16%	-11%	-22%
O=C(NCCN1CCN(c2ccccc2F)CC1)c1ccc2nc3ccccc3c(=O)n2c1	25%	-3%	4%
COC(=O)CSc1nnc(CNC(=O)c2ccccc2OC)n1C	4%	-5%	16%
NC(=O)c1ccsc1NC(=O)CCS(=O)(=O)c1ccc(F)cc1	-2%	-1%	6%
Cc1ccc(Nc2nc(C)c(CCC(C)C)c(=O)[nH]2)cc1	-1%	-1%	-2%
Cc1cc(C)c2cc(C#N)c(NCCNC(=S)NCCCN3CCOCC3)nc2c1	-21%	2%	-19%
CC(C)(C)NC(=O)CSCc1c(Cl)cccc1Cl	-16%	-3%	-2%
O=C(NCC1CCCO1)C(c1cccs1)N(Cc1ccccc1)C(=O)c1ccc(-c2ccccc2)[nH]1 (stereo not given)	16%	-23%	-2%
Cc1csc(=O)n1CCC(=O)OCC(=O)NCc1ccc(Cl)cc1Cl	0%	-5%	3%
CCNc1nc(Oc2ccc(=O)n(-c3ccccc3)n2)nc(N(C)C)n1	-7%	-4%&-4%	19%&5%
CC1CCCN(S(=O)(=O)c2ccc(C(=O)NC(C)c3ccccc3)cc2)C1 (stereo not given)	-7%	-14%	-2%
CCn1c(O)c(/C=N/N=C/c2ccccc2)c2ccc(C3=NNC(=O)CC3)cc21	-22%	-7%[0.501 µM]	-4%
COc1ccc2nc(NNC(=O)C3COc4ccccc4O3)sc2c1 (stereo not given)	?	0%	1%
CCOC(=O)c1ccc(NC(=O)c2c(NCc3cccs3)sc3c2CCCCC3)cc1	.	22µM*	?
Cn1cc(/C=C(\C#N)C(=O)Nc2ncc(Cc3ccc(Cl)cc3)s2)c2ccccc21	-2%	-10%	8%
